High-throughput results (PubChem BioAssay)
Nrf2 inh: Nrf2 pathway inhibition; hit rate 2.1% among 360,000; Potency, µM (titrated, usually from 46 µM), inactives show top-dose activity change, negative = inhibition, most hits filed as inhibitors; A549 ARE-Fluc reporter, luciferase luminescence, 18-24 h; AID 504444; note: potency is the fitted concentration of half-maximal effect; % is set by controls: 0 for no effect and ±100 for the full control effect; nearly all actives have a fitted effect of over 60% in size
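In this cell-based qHTS, ARE-driven firefly luciferase in A549 cells reports Nrf2 activity; the luminescent signal after BugLite lysis is the measured value, with a prior CellTiter-Fluor read for cell health.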
S2 tox: cell viability loss in ATXN counter-screen. S2 cells (HEK-293 line with an ATXN2-luciferase reporter) viability, CellTiter-Fluor protease fluorescence, 24 h. Potency, µM (titrated, usually from 56.7 µM), most hits filed as cytotoxic. hit rate 0.49% among 400,000. AID 651635; note: potency is the fitted concentration of half-maximal effect; nearly all actives have a fitted effect of over 40% in size
IL-2 act: activates IL-2 in a cell-based reporter assay; AID 652025; activation, % (series mostly up to about 46 µM); IL-2 activation reporter assay, cell-based qHTS; stimulated with anti-CD3/CD4/CD28 beads; in transgenic mouse T cells; hit rate 0.065% among 360,000; in the data active = activation above about 50%; inconclusive = mostly about 30% to 49%; note: 0% is about no effect
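Unstimulated transgenic mouse T cells preincubated 60 min with compound, then stimulated with anti-CD3/anti-CD4-coated beads plus anti-CD28 for 18 h at 37 degrees C. IL-2 response read as EGFP and DsRed fluorescence by plate cytometry.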
HepG2 viability: counter-screen for TGF-b inhibitors: cytotoxicity in HepG2 cells. HepG2 CAGA-GFP viability, ATP luminescence, 18 h. Potency, µM (series often up to 46.1 µM), inactives show at the top dose activity change, negative = cytotoxicity, actives largely listed as cytotoxic. hit rate 0.76% among 410,000. AID 588856; note: potency is the fitted concentration of half-maximal effect; some results filed as inactive show a strong effect at the top dose
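HepG2 CAGA-GFP cells (1000/well, DMEM with 1% FBS) received compound, then TGF-beta at 500 pg/mL final, and were incubated 18 hours at 37 degrees C. Viability was read by CellTiter-Glo luminescence. Media-only wells were set as complete cell-killing and DMSO as no toxicity.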
EPAC2 agonist: activates human EPAC2 exchange factor; EPAC2 activation, biochemical qHTS; response scale: 100% = 6.5 mM cAMP response; Potency, µM (series often up to 154 µM), for the others: top-dose activation, hits mostly activators; hit rate 0.079% among 360,000; note: potency is the fitted concentration of half-maximal effect; nearly all actives have a fitted effect of over 50% in size
Target sequence (Q8WZA2 whole entry, looked up): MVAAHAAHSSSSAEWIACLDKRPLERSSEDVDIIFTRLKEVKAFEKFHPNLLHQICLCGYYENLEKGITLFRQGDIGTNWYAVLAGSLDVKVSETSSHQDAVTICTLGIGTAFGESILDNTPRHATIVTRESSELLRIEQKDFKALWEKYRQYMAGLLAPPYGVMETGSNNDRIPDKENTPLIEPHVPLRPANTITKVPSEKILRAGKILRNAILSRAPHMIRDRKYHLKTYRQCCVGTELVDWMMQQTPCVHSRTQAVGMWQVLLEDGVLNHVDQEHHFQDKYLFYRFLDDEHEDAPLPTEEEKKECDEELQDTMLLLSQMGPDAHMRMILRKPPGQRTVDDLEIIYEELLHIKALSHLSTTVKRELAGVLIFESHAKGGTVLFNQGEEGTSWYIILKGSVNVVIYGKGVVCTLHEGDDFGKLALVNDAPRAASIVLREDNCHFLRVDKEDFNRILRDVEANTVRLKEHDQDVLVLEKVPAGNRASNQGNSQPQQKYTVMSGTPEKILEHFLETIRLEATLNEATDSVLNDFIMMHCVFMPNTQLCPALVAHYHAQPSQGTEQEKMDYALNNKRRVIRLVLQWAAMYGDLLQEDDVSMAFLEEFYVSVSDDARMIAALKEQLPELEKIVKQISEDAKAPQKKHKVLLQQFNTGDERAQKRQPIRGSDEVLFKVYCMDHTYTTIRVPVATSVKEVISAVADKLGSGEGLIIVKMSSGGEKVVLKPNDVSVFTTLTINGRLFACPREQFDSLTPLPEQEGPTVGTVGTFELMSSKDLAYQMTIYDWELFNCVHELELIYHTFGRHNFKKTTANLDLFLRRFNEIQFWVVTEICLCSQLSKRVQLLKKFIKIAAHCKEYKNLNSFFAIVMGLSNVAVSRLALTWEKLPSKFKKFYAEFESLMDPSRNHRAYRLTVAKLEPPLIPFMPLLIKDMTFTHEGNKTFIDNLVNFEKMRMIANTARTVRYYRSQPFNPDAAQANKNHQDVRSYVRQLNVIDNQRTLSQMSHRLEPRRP
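qHTS, titration series. 100 nM EPAC2 / 250 nM Rap1B-BODIPY-GDP / 50 uM GDP; RT; ex 480/em 540 nm, 5-min reads to 30 min. Norm. to 6.5 mM cAMP = activation.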
Nrf2 activator: activators of Nrf2 (ARE) signaling | AREc32 ARE-luciferase reporter (MCF7-derived line), luminescence, 24 h | Potency, µM (highest dose often 46.1 µM), without a hit: top-dose activation, most hits filed as activators | hit rate 0.31% among 410,000 | AID 624171; note: potency is the fitted concentration of half-maximal effect; % of control where 0% means no effect; nearly all actives have a fitted effect of over 65% in size
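AREc32 cells carrying an ARE-driven firefly luciferase, 1000 cells/well in OPTI-MEM with 5% FBS, dosed after overnight attachment and incubated 24 hr at 37 deg C. Steady-Glo luminescence read after 30 min at RT.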
ATXN2 expr inh: ATXN2 expression inhibition. hit rate 0.72% among 360,000. AID 1745845. Potency, µM (series often up to 57 µM), without a hit: at the highest dose activity change, negative = inhibition, hits mostly inhibitors. HEK-293 ATXN2-luciferase reporter, luminescence, 24 h; note: potency is the fitted concentration of half-maximal effect; % is set by controls: 0 for no effect and ±100 for the full control effect; nearly all actives have a fitted effect of over 55% in size
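ATXN2-luciferase reporter cells (luciferase flanked by upstream and downstream ATXN2 gene portions) were treated 24 h at 37 °C with compounds at up to 57 uM. SteadyGlo luminescence gave expression; GF-AFC fluorescence gave viability.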
A549 tox: counter-screen for Nrf2 inhibitors: cytotoxicity in A549 cells; Potency, µM (doses to about 46 µM), inactives show at the top dose activity change, negative = cytotoxicity, most hits filed as inhibitors; hit rate 0.16% among 390,000; A549 ARE-Fluc cells, CellTiter-Fluor viability, 18-24 h; note: potency is the fitted concentration of half-maximal effect; % is set by controls: 0 for no effect and ±100 for the full control effect
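A549 ARE-Fluc cells in 5% FBS OPTI-MEM, 5000 cells/well, rested 2 h then exposed to compounds in concentration-response for 18-24 h at 37 °C. Viability by CellTiter-Fluor fluorescence (Ex 405/Em 525) after 30 min; luciferase luminescence (BugLite, 15 min, RT) read afterwards.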
TGFb SMAD3 inh: inhibitors of TGF-b signaling; hit rate 1.2% among 410,000; HepG2 CAGA-GFP TGF-b/SMAD3 reporter, GFP fluorescence, 18 h; TGF-beta stimulated, 500 pg/mL final; Potency, µM (top dose mostly 46.1 µM), inactives show at the top dose activity, negative = inhibition, actives largely listed as inhibitors; note: potency is the fitted concentration of half-maximal effect; % is set by controls: 0 for no effect and ±100 for the full control effect; nearly all actives have a fitted effect of over 65% in size
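Per well, imaged GFP fluorescence of HEPG2 CAGA-GFP cells gives the signal; cells get compound, then TGF-beta (500 pg/mL final), 18 h at 37 degrees C; %Activity versus -TGF-beta and +DMSO controls.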
Numbers without * were called inactive; i = inactive; ? = inconclusive; · = not tested or not shown; & = joins results of further samples; [ ] = remark or other dose. Unless noted, calls come from the whole dose curve; as a rule, active = well fitted curve in the direction sought with a large enough effect; inconclusive = small, poorly fitted or top-dose-only effect, or another doubt; inactive = no such curve, though single readings can be large; an effect the other way counts as inactive or inconclusive. No enrichment for hits, and some 4.3% of all compounds hit somewhere here.

SMILES	Nrf2 inh	S2 tox	IL-2 act	HepG2 viability	EPAC2 agonist	Nrf2 activator	ATXN2 expr inh	A549 tox	TGFb SMAD3 inh
CC(OC(=O)C1CC1)C(=O)Nc1ncc(Cl)cc1Cl (stereo not given)	20%	?	1.5	-5%	-2%	-0.5%	1%	-1%	9%
CC(=O)c1ccc(NC(=S)N2CCCC2)cc1	12%	i	-1.9	1%	12%	-0.5%	24%	1%	6%
O=C(CCCn1nnnc1CN1CCOCC1)N1CCC(c2ccccc2Cl)C1 (stereo not given)	10%	i	0.1	1%	1%	-0.7%	·	1%	-1%
COc1c2c(nc3occc13)C(CC=C(C)C)(OC)C(=O)C=C2 (stereo not given)	-7%	i	1.8	-11%	7%	-0.2%	-13%	4%	6%
COc1cccc(CC(=O)NCc2ccc3c(c2)CCN3C(C)=O)c1	·	·	·	-19%	·	0.5%	·	4%	-2%
O=C(c1cccc(Cl)c1)N1CCN(c2ncccn2)CC1	-11%	i	-0.5	3%	7%	-0.2%	4%	6%	5%
CCc1nc2ccc(C(=O)Nc3cccc(OCC(=O)N(C)C)c3)cn2c1N(CCC(C)C)CCN(C)C	·	?	0.0	-37%	7%	5.2%	-16%	·	15%
Cc1noc(C)c1CSCC(=O)OCc1nc2ccccc2c(=O)n1CC#N	4%	i	-2.3	5%	-5%	-0.1%	-4%	-9%[1.84 µM]	-28%
COCCC(=O)N1CCC(Oc2ccc(C(=O)N3CCCC(OC)C3)cc2)CC1 (stereo not given)	0%	i	-5.5	-25%	7%	2.9%	-2%	0%	0%
CC(C)N1CCN(Cc2ccccc2-c2ccco2)CC1CCO (stereo not given)	9%	i	-0.3	-24%	4%	-0.5%	-15%	2%	-6%
CC(C)CCOc1ccc(C(=O)N2CCCC2C(=O)O)cc1 (stereo not given)	-7%	i	0.0	0%	8%	-1.2%	-19%	4%	23%
COC(=O)C(C)Sc1nc2c(c(=O)[nH]c(=O)n2C)n1CCC(C)C (stereo not given)	21%	i	0.1	-1%	17%	-0.2%	5%	3%	-27%
CCCCC(=O)Nc1cccc(OCc2cc(=O)n3ccccc3n2)c1	·	·	·	-11%	·	0.3%	·	-1%	-10%
Brc1ccc(OCCCCCN2CCOCC2)cc1	-11%	i	-0.4	-3%	1%	0.4%	-10%	-8%	5%
Cc1c2cnn(-c3ccccc3)c(=O)c2c(C)n1CC(=O)N1CCN(c2cccc(Cl)c2)CC1	?	i	·	1%	·	0.5%	5%	-12%	-9%
CCOc1ccc(CCNC(=O)COC(=O)c2cccnc2SC)cc1OCC	10%	i	-0.6	-12%	6%	0.3%	-1%	-2%	?
CCc1ccc(C(C#N)=CC=Cc2ccccc2)cc1	·	i	-3.0	-17%	3%	4.6%	·	·	-3%
O=C(NCc1ccccc1)c1ccc2nc(CCc3ccccc3)oc2c1	·	i	·	-15%	·	-0.1%	16%	7%	19%
O=C(NCC1CCCCC1)c1[nH]c(C(F)(F)F)nc1-c1ccccc1	·	i	-0.7	-33%	13%	-0.1%	-7%	·	?
Cn1c(=O)c2c(nc(N3CCOCC3)n2C/C=C/c2ccccc2)n(C)c1=O	27%	i	-0.4	3%	-7%	2.4%	-18%	-4%	-19%
CC(c1ccccc1)C1NC(C(=O)O)CS1 (stereo not given)	23%	i	0.0	5%	23%[15.6 µM]	-1.5%	5%	-5%	-5%
COC(=O)c1ccccc1NC(=O)CSc1[nH]c(=O)cc(C)c1C#N	-10%	i	-0.9	-18%	10%	-0.2%	-9%	1%	-22%
O=C(COC(=O)c1ccc(Cl)nc1)Nc1cc(S(=O)(=O)N2CCOCC2)ccc1Cl	14%	i	-2.9	-9%	0%	0.3%	-8%	-8%	-2%
COc1ccc(OC)c(NC(=O)c2ccc3nc(C(C)C)oc3c2)c1	·	·	·	9%	·	-1.4%	·	-13%	24%
CC1CCN(Cc2nnnn2CCCC(=O)NCCN2CCOCC2)CC1	3%	i	-3.1	15%	2%	-0.1%	-7%	1%	-1%
COc1ccc(COn2nnc3ccc(S(=O)(=O)N4CCOCC4)cc32)cc1F	?	i	-3.8	15%	0%	0.2%	-7%	1%	8%
COc1cccc2c(=O)c3cccc(N)c3[nH]c12	0%	i	3.6	-4%	5%	4.8%	0%	1%	?
O=C(CN1C(=O)C2CCCCC2C1=O)OCc1nnc(-c2ccccc2)o1 (stereo not given)	18%	i	-3.0	-22%	5%	3.1%	-6%	-4%	-18%
COc1cccc(C(=O)NC2CC3CCCC(C2)N3Cc2ccc(F)cc2)c1 (stereo not given)	·	i	-1.0	-19%	10%	1.9%	·	·	-5%
O=C(Nc1ccccc1N1CCOCC1)C1CCN(S(=O)(=O)c2ccccc2F)CC1	-7%	i	1.1	-24%	2%	0.0%	-2%	-10%	-22%
COc1cc(C2c3c(-c4ccccc4O)n[nH]c3C(=O)N2Cc2ccco2)ccc1OCC(C)C (stereo not given)	-29%	·	·	-111%	·	-2.5%	·	-17%	?
CCN(CC)S(=O)(=O)c1cc(NC(=O)CCNC(=O)c2ccccc2Cl)ccc1C	?	i	-2.0	5%	-3%	-0.7%	4%	-3%	?
Cc1nn(S(=O)(=O)c2ccc(F)cc2)c(C)c1S(=O)(=O)N1CCCCC1	-4%	i	-3.7	-43%&7%	8%	-0.4%&-1.2%	-1%&11%	-8%&-2%	14%&6%
O=C(Cn1c(C(F)(F)F)nc2ccccc21)NCCCN1CCOCC1	2%	·	-1.5	5%	8%	-0.3%	·	-1%	0%
Nc1ccc(OCc2ccccc2)cc1[N+](=O)[O-]	?	i	0.3	-6%	14%	9.6%	25%	-6%	0%
CCN=c1scc(-c2ccccc2)n1/N=C/c1ccccn1	?	?	-4.4	-35%	22%	-0.3%	?	?	-28%
CCC(=O)N1CCc2cc(Br)cc(S(=O)(=O)CCC(=O)NCc3ccccc3)c21	-13%[9.27 µM]	i	·	7%	·	-1.1%	-7%	5%	21%
O=C(Nc1ccc(Br)cn1)c1coc(=O)c(Br)c1	?	i	7.5	-175%	3%	18µM*	93%[activator]	-1%	-16%
CN(Cc1c(F)cccc1Cl)C(=O)CNC(=O)c1ccc2c(c1)OCO2	?	i	-0.3	0%	2%	0.2%	18%	-6%	-6%
COCCN(C(=S)Nc1ccccc1C)C(C)c1ccco1 (stereo not given)	9%	i	-2.5	-1%	-1%	0.1%	9%	12%	15%

Record cards, as listed above. Values in the order: Nrf2 inh	S2 tox	IL-2 act	HepG2 viability	EPAC2 agonist	Nrf2 activator	ATXN2 expr inh	A549 tox	TGFb SMAD3 inh
O=C(Cn1c(C(F)(F)F)nc2ccccc21)NCCCN1CCOCC1 as listed: 2%	·	-1.5	5%	8%	-0.3%	·	-1%	0%
COc1cc(C2c3c(-c4ccccc4O)n[nH]c3C(=O)N2Cc2ccco2)ccc1OCC(C)C (stereo not given) as listed: -29%	·	·	-111%	·	-2.5%	·	-17%	?

Other records:
SMILES	Nrf2 inh	S2 tox	IL-2 act	HepG2 viability	EPAC2 agonist	Nrf2 activator	ATXN2 expr inh	A549 tox	TGFb SMAD3 inh
CCN1CCN(CC(=O)N2N=C(c3ccc(OC)cc3)CC2c2ccc(OC)cc2)C(=O)C1=O (stereo not given)	-19%	i	0.2	-18%	0%	-0.7%	-17%	-16%	11%
c1ccc(CN2CCN(CCOCCOc3ccc4c(c3)CCC4)CC2)cc1	-18%	i	0.7	-45%	11%	3.8%	-26%	-3%	0%
CCOC(=O)C(C)Oc1cccc2c(=O)n(CC(=O)NCCc3ccc(OC)c(OC)c3)ccc12 (stereo not given)	-2%	?	-2.8	-27%	1%	0.4%	-26%	-6%	?
COc1cc(CCC(=O)OCC(=O)NC2CCCC(C)C2C)cc(OC)c1OC (stereo not given)	?	i	0.0	12%	-12%	0.4%	0%	?	?
COc1ccc(C2CC(=O)C(CS(=O)(=O)c3ccccc3)C(=O)C2)cc1 (stereo not given)	0%	?	0.1	7%	-6%	-0.3%	4%	0%	1%
CC(OC(=O)CNC(=O)COc1ccccc1)C(=O)N(C)Cc1ccccc1 (stereo not given)	3%	i	-0.2	-35%	1%	-0.8%	11%	-1%	15%
COc1ccc(C(=O)Nc2ccc(Cl)cc2C(=O)N2CCOCC2)cc1	6%	i	0.3	14%	0%	-0.6%	3%	-4%	4%
Cn1c(Cc2nc3ccccc3n2C)nc2ccccc21	4%	?	0.6	-4%	9%	-0.1%	1%	-4%	-5%
O=C1CC(N2CCCCCC2)C(=O)N1c1ccc2c(c1)OCO2 (stereo not given)	7%	i	0.6	7%	1%	-0.2%	2%	8%	1%
CCOc1ccc(CCNC(=O)CCc2c(C)nc3c(c(C)nn3-c3ccccc3)c2C)cc1OCC	-21%	i	·	-3%	·	0.2%	1%	-12%	?
CC(C)CC(NC(=O)C1CCCCC1)C(=O)Nc1cccc(C(F)(F)F)c1 (stereo not given)	0%[9.27 µM]	i	·	1%	·	0.6%	2%	5%	10%
NS(=O)(=O)c1ccc(NC(=O)CSc2nc3ccccc3n2-c2ccccc2)cc1	?	i	0.3	-14%	24%	1.8%	-11%	?	-3%
COc1ccc(-c2nnc(SCC(=O)N3CCc4ccccc43)o2)cc1OC	1%	?	·	0%	·	0.1%	8%	0%	0%
Cc1ccc(C)c(NC(=O)c2ccc[n+](Cc3ccc([N+](=O)[O-])cc3)c2)c1	-9%	i	0.6	22%	-1%	0.0%	-1%	-1%	-7%
